# Screening data from PubChem.
# RGS4 block – inhibitors of human RGS4; B-score at 10 µM; 310,000 compounds, 0.45% hits; HEK293 M3R/RGS4 inducible, Fluo-4 calcium flux; hits give high values; triggered by carbachol at its EC20;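 active = B-score, a plate-corrected calcium signal, over three deviations above library mean, with baseline fluorescence within five deviations of library mean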;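 note: RGS4 expression induced by doxycycline in cells with stable M3 receptor; B-score is computed from the integrated fluorescence ratio over baseline after carbachol; higher B-score means a larger calcium signal and so more RGS4 inhibition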
# Target sequence (P49798 whole entry, looked up): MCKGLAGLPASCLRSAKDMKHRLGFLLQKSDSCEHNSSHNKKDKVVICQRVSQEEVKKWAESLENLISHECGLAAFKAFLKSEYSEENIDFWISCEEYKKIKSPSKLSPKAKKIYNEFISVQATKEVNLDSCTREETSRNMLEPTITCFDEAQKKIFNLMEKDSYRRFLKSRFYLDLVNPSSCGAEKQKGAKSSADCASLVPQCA
# TRPC6 activator – activates the mouse TRPC6 cation channel; HEK293-TRPC6 membrane potential dye fluorescence; hits give high values; B-score at 10 µM; 310,000 compounds, 0.13% hits;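 active = B-score of the integrated fluorescence ratio above library mean plus 3 SD, and starting fluorescence ratio within library mean plus 5 SD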;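 note: higher score means more depolarization so channel activation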
# MrgX1 allo act – allosterically activates human MrgX1 receptor signaling; Q96LB2; MrgX1-HEK293, Fluo-4 calcium flux, FDSS; hits give high values; B-score at 10 µM; 310,000 compounds, 0.63% hits; AID 588675;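 active = plate-corrected calcium response at least 3 library SD above typical, normal starting fluorescence, not activating the receptor alone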;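 note: compound read alongside a low EC10 to EC30 dose of BAM8-22 agonist; peak minus trough fluorescence over baseline measured at the second addition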
# Target sequence (Q96LB2 whole entry, looked up): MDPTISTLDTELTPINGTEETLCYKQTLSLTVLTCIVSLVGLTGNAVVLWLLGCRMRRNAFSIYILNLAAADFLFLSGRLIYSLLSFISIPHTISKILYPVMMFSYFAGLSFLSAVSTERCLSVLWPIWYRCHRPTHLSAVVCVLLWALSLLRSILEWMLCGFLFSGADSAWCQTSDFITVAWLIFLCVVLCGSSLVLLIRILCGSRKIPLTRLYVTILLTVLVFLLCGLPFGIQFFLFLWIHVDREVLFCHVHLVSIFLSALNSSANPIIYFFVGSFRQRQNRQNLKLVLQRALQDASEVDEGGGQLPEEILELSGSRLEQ
# SKKanGAS inh – inhibitors of SKKanGAS S. pyogenes growth in kanamycin (SK-promoter or general growth effect) | inhibition, % at 7.5 µM | BacTiter-Glo, 6 h | AID 1662 | 300,000 compounds, 1.3% hits;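 active = mean replicate score, as percent of positive control median, at least 50; inconclusive = mean below 50 but one replicate at or above 50; inactive = mean and every replicate below 50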;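 note: strain carries kanamycin resistance gene driven by streptokinase promoter and grows in 40 µg/ml kanamycin; loss of luminescence reflects streptokinase promoter inhibition or plain growth inhibition; 0% = median of DMSO wells and 100% = positive control at its reference dose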
# MrgX1 antagonist – antagonists of human MrgX1 receptor | B-score at 10 µM | MRGX1-HEK293 calcium flux, Fluo-4, BAM8-22 antagonism; hits give low values | AID 588676 | Q96LB2 | 310,000 compounds, 1.3% hits;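 active = calcium-response B-score plate-corrected more than 3 library SD below zero, starting fluorescence within 5 deviations, no agonist response on first addition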;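 note: peak minus trough fluorescence over baseline after final BAM8-22 challenge near maximal dose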
# MrgX1 agonist – activates human MrgX1 receptor signaling. MrgX1-HEK293 cells, Fluo-4 calcium fluorescence, agonist mode; hits give high values. B-score at 10 µM. 310,000 compounds, 0.44% hits;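 active = calcium response B-score plate-corrected fluorescence ratio at least 3 library SD, with starting fluorescence B-score inside 5 SD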
#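 Assay system: MrgX1-expressing HEK293 cells / Amount: fifteen thousand cells per well / Doses: test compound in the initial addition of three / Timing: cells plated overnight, dye loaded 0.5 h 37 °C, 0.5 h room temperature / Technique: kinetic calcium dye fluorescence, Fluo-4 NW / Control set: positive and negative controls per plate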
# TMEM16A act – activates or potentiates the mouse TMEM16A chloride channel. HEK293 TMEM16A/YFP-H148Q/I152L, iodide quench fluorescence; hits give low values. B-score at 10 µM. 340,000 compounds, 0.3% hits. AID 623877;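 active = fluorescence-ratio B-score plate-corrected deviation score at least 3 library SD below zero, with starting fluorescence score within 5 deviations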;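 note: channel opened by trigger with iodide after compound preincubation; score built on the fluorescence ratio of max minus min over baseline; more negative score means more quench and so TMEM16A activation or potentiation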
# TMEM16A inh – blocks the mouse calcium-activated chloride channel TMEM16A | 310,000 compounds, 1.2% hits | HEK293 TMEM16A/YFP iodide influx fluorescence, ionomycin | normalized B-score (activity score, 25-100; higher = stronger inhibition) at 10 µM | Q8BHY3 | AID 588511;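 active = ratio plate-corrected score three or more library SD toward inhibition, starting fluorescence score within five deviations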;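 note: score derived from kinetic fluorescence span divided by baseline fluorescence per well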
# RGS4 pot – RGS4 potentiation or activation; HEK293 M3R/inducible RGS4, carbachol calcium flux Fluo4; hits give low values; B-score at 10 µM; 310,000 compounds, 0.92% hits; AID 463111;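 active = B-score of the integrated calcium signal more than 4 SD below the library mean, with starting fluorescence not abnormally high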;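 note: negative B-score means reduced calcium response which marks RGS4 activation or potentiation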
#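 Material: M3R-expressing HEK293 line, RGS4 induced by doxycycline | Schedule: Overnight RGS4 induction, 30 min dye load 37 °C, 20 min compound RT | Measured by: Fluo4 fluorescence kinetic imaging of calcium | Read-out: Integrated calcium ratio converted to B score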
# HDAC3 inhib – human HDAC3 inhibition; O15379; recombinant HDAC3, fluorogenic peptide/trypsin coupled, fluorescence; inhibition, % at 8.3 µM; 320,000 compounds, 0.15% hits; AID 2718; in the data active = inhibition above about 26%, passing the limit was not always enough; inconclusive = no clear call, values can overlap the other calls
# Target sequence (O15379 whole entry, looked up): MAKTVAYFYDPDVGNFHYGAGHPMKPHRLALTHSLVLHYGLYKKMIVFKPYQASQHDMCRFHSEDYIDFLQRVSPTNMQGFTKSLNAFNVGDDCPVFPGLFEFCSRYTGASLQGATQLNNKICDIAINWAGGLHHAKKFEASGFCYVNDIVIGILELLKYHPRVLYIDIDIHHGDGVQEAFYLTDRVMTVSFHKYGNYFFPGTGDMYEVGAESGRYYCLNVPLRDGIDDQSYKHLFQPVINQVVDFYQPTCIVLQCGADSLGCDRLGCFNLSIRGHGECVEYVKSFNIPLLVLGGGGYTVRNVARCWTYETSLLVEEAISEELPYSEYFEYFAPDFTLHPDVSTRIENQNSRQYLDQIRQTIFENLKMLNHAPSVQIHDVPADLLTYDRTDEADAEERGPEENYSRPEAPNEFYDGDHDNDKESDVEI
# TRPC6 inh – inhibitors of mouse TRPC6 channel; HEK293-TRPC6, membrane potential dye, ACh-evoked depolarization; hits give low values; B-score at 10 µM; 310,000 compounds, 1.1% hits; AID 2553;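 active = B-score under library mean minus 3 SD, initial fluorescence not abnormally high, positive integrated signal ratio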;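 note: B-score derived from integrated fluorescence ratio over the kinetic read; more negative B-score means stronger inhibition of depolarization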
# An asterisk follows results filed as active; i = inactive; ? = inconclusive; nt = not tested or not shown.
SMILES,RGS4 block,TRPC6 activator,MrgX1 allo act,SKKanGAS inh,MrgX1 antagonist,MrgX1 agonist,TMEM16A act,TMEM16A inh,RGS4 pot,HDAC3 inhib,TRPC6 inh
CN(Cc1ccccc1)CC(O)COc1ccc(CNCc2cc3ccccc3s2)cc1 (stereo unspecified),i,i,i,0,i,i,i,i,i,4,i
OC(C#Cc1ccccn1)c1cccs1 (stereo unspecified),i,i,i,-3,i,44*,i,i,i,2,i
COc1ccc(Cl)cc1NS(=O)(=O)c1cccc2cccnc12,i,i,i,19,i,i,i,i,i,3,i
O=C(C[n+]1ccc(-c2cc(C(=O)Nc3cccc(C(F)(F)F)c3)c3ccccc3n2)cc1)c1cccc([N+](=O)[O-])c1,i,i,i,16,i,i,i,i,i,3,i
Cc1cc(NS(=O)(=O)c2ccc(NC(=O)CCCC(=O)O)cc2)nc(C)n1,i,i,i,-3,i,i,i,i,i,5,i
COCCN(C(=O)CNC(=O)c1ccco1)C(C(=O)NC1CCCCC1)c1cccc(OC)c1 (stereo unspecified),i,i,i,-1,i,i,i,i,i,-2,i
Cc1ccc(OCC(=O)Nc2ccc(S(=O)(=O)N3CCCCC3)cc2)c([N+](=O)[O-])n1,i,i,i,20,i,i,i,i,i,4,i
COC(=O)CC1Sc2ccccc2NC1=O (stereo unspecified),i,i,i,-16,i,i,i,i,i,-1,i
CC(C)(C)c1ccc(C2C3=C(CCCC3=O)NC3=C2C(=O)c2ccccc23)cc1 (stereo unspecified),nt,nt,i,nt,i,i,i,i,nt,2,nt
C/C(=N\NC(=O)CCC(=O)Nc1ccccc1)c1cccs1,i,i,i,2,i,i,i,i,i,-3,i
COc1ccc(NC(=O)/C=C/c2ccc(F)cc2)cn1,i,i,i,1,i,i,i,i,i,4,i
COc1ccc(C(=O)Nc2ccccn2)cc1S(=O)(=O)N1CCOCC1,i,i,i,0,i,i,i,i,i,-1,i
COc1ccc(C2CC(c3ccccc3OC(C)=O)=NN2C(C)=O)cc1 (stereo unspecified),i,i,i,10,i,i,i,i,i,0,i
O=C(NCc1ccc(OC(F)(F)F)cc1)C1CC2Cn3c(nc4ccccc43)C2N1c1ccccc1 (stereo unspecified),i,i,i,5,i,i,i,i,i,2,i
O=c1c2ccccc2ncn1-c1ccc(Cl)cc1Cl,i,i,i,-2,i,i,i,i,i,-11,i
CNC(=O)N(O)C1N(C)C(=O)N(Cc2ccccc2)C1(C)C (stereo unspecified),i,i,i,6,i,i,i,i,i,9,i
O=C(NCCOc1ccc(Cl)cc1)C1CC(=O)N(c2ccc(F)cc2)C1 (stereo unspecified),i,i,i,-14,i,i,i,i,i,2,i
COc1cc2c(cc1OC)CN(c1ccc(F)cc1[N+](=O)[O-])CC2,i,i,i,4,i,i,i,i,i,2,i
Cc1nc(S(=O)(=O)N(C)c2ccccc2)c(C#N)c(C)c1Cl,i,i,i,15,i,i,i,i,i,-1,i
C=CCn1c(COc2ccccc2)nc2ccccc21,i,i,i,8,i,i,i,i,i,-4,i
COC(=O)c1cc2sccc2n1Cc1ccc(C)cc1,i,i,i,5,i,i,i,i,i,4,i
CCOC(=O)C1=NN(c2ccc(Cl)cc2)/C(=C/C2=NCCc3cc(OC)c(OC)cc32)S1,4.8*,i,i,3,i,i,i,i,i,0,-5.5*
Cc1ccn2cc(-c3cccc([N+](=O)[O-])c3)nc2c1,i,i,i,nt,i,i,i,i,i,-8,i
O=C(Nc1ccc(F)c(F)c1)C1CCN(S(=O)(=O)c2cccc3nonc23)CC1,i,i,i,-5,i,i,i,i,i,2,i
CCOc1ccc(CC(=O)N/N=C(\C)c2cccnc2)cc1OCC,i,i,i,-1,i,i,i,i,i,10,i
COC(=O)C1(c2ccccc2)NC(c2cccs2)C2C(=O)N(c3ccccc3)C(=O)C21 (stereo unspecified),i,i,i,-1,i,i,i,i,i,0,i
Cn1nnnc1SCCOc1ccc(C#N)cc1,i,i,i,1,i,i,i,i,i,-1,i
Cc1nc(-c2ccccc2)sc1-c1nc(-c2ccncc2)ncc1S(=O)(=O)c1ccccc1,i,i,i,12,i,i,i,i,i,14,i
COc1ccc(CCNC(=O)CNCC(c2ccccc2)N(C)C)cc1OC (stereo unspecified),i,i,i,-4,i,i,i,i,i,0,i
CCCNC(=O)C(=O)Nc1ccc2c(c1)N(S(=O)(=O)c1cccs1)CCC2,i,i,i,31,i,i,i,i,i,-6,i
CC(C)C(=O)NC(=S)Nc1ccc(S(=O)(=O)Nc2ccccc2)cc1,i,i,i,-9,i,i,i,i,i,0,i
Cc1[nH]c(=O)c(C(=O)/C=C/c2ccccc2)c2c1CCCC2,i,i,i,2,i,i,i,i,i,7,i
Brc1ccc(C2=Nn3cnnc3SC2)cc1,i,i,i,-7,i,i,i,i,i,-2,i
CC(=O)Nc1ccc(C(C#N)c2ccccc2)cc1 (stereo unspecified),i,i,i,-14,i,i,i,i,i,-4,i
O=S(=O)(c1cccc2nsnc12)N1CCN(c2ncccn2)CC1,i,i,i,9,i,i,i,i,i,5,i
Cc1nc(Nc2ccccc2C(F)(F)F)sc1C(=O)N(C)C,i,i,i,-1,i,i,i,i,i,-1,i
CC(C)(C)n1ncc2c(=O)n(CC(=O)OCc3ccccc3)cnc21,i,i,i,-8,i,i,i,i,i,-5,i
CC(C)CC(=O)c1c[nH]c(C(=O)O)c1,i,i,i,nt,i,i,i,i,i,1,i
O=C(O)Cc1sc(NCCc2ccccc2)nc1-c1ccc(F)cc1,i,i,i,3,i,i,i,i,i,1,i
CC(C)CCNC(=O)COC(=O)/C=C/c1ccc2ccccc2n1,i,i,i,-9,i,i,i,i,i,-2,i
Cc1ccc(C2CC(C(F)F)n3ncc(C(=O)Nc4c(C)nn(Cc5c(F)cccc5Cl)c4C)c3N2)cc1 (stereo unspecified),i,i,i,21,i,i,i,i,i,10,i
CCC(C)c1ccc(C(CC)NC(=O)C2CCCO2)cc1 (stereo unspecified),i,i,i,3,i,i,i,i,i,2,i
CC(Cc1ccccc1)C(=O)Nc1ccccc1 (stereo unspecified),i,i,i,2,i,i,i,i,i,-7,i
C[N+]1(CC(=O)Nc2ccc(F)cc2)CCN(C(=O)c2ccco2)CC1,i,i,i,-2,i,i,i,i,i,-4,i
COc1ccc(CN(C)C2CCCCC2)c(C)c1C,i,i,i,7,i,i,i,i,i,6,i
NNC(=O)c1ccc(N2CCCCCC2)c([N+](=O)[O-])c1,i,i,i,4,i,i,i,i,i,0,i
CC(C)c1nc(SCC(=O)Nc2nc3c(s2)CCCC3)c2ccccc2n1,i,i,i,9,i,i,i,25*,i,-4,i
Cc1oc(-c2ccc3c(c2)OCCO3)cc1C(=O)NC(CCC(=O)O)C(=O)O (stereo unspecified),i,i,i,5,i,i,i,i,i,-5,i
O=C(CC1C(=O)N(c2ccccc2)C(=S)N1c1ccccc1)c1ccc(Br)cc1 (stereo unspecified),i,i,i,7,i,i,i,i,i,-10,i
Cc1cc(NC(=O)CSc2nc3ccsc3c(=O)n2NC(=O)c2ccccc2)no1,nt,nt,i,nt,i,i,i,i,nt,1,nt
Cn1c(=O)n(Cc2ccccc2F)c2ccccc21,i,i,i,-7,i,i,i,i,i,3,i
Cc1ccccc1N=C1Nc2ccccc2CS1,i,i,i,13,i,i,i,i,i,0,i
CCn1c(CSc2nc(C)cs2)nc2cc(S(=O)(=O)N(C)C)ccc21,i,i,i,7,-4.6*,i,i,i,i,2,i
NC(=O)COC(=O)[C@H](Cc1c[nH]c2ccccc12)NC(=O)c1ccc(F)cc1,i,i,i,-1,i,i,i,i,i,-4,i
COc1cccc(NC(=O)NC2(C(F)(F)F)Oc3ccccc3O2)c1,i,i,i,2,i,i,i,i,i,0,i
C=CCn1c(SCc2c(Cl)cccc2Cl)nnc1-c1cccnc1,i,i,i,5,i,i,i,i,i,-1,i
Clc1ccc(Sc2oc(/C=N/n3cnnc3)cc2Br)cc1,i,i,i,nt,i,i,i,i,i,6,i
O=C(N/N=C/c1cc(Br)ccc1O)c1ccncc1,i,i,i,104*,i,i,i,i,i,5,i
CC(=O)N1c2c(cc(Br)cc2S(=O)(=O)N2CCN(C(=O)c3ccco3)CC2)CC1C (stereo unspecified),i,i,i,-6,i,i,i,i,i,9,i
O=C(Nc1nccs1)c1nc(-c2ccccc2)n(-c2ccccc2)n1,i,i,i,-4,i,i,i,i,i,2,i

# Additional compounds follow:
SMILES,RGS4 block,TRPC6 activator,MrgX1 allo act,SKKanGAS inh,MrgX1 antagonist,MrgX1 agonist,TMEM16A act,TMEM16A inh,RGS4 pot,HDAC3 inhib,TRPC6 inh
O=S(=O)(NCc1ccccc1)c1cnc[nH]1,i,i,i,-1,i,i,i,i,i,-15,i
CCN(CC)S(=O)(=O)c1cccc(-c2nnc(SCC(=O)NC3CCCCCCC3)n2N)c1,i,i,i,-8,i,i,i,i,i,-8,i
CC(C)(C)OC(=O)N/N=C\c1ccc(OC(=O)c2cccs2)cc1,i,i,i,3,i,i,i,i,i,-4,i
O=C(CCCN1C(=O)/C(=C\c2ccccc2)SC1=S)Nc1ccccc1O,i,i,i,10,i,i,i,i,i,15,i
COC(=O)c1ccc(N=NN2CCCCCC2)cc1,i,i,i,1,i,i,i,i,i,-2,i
Cc1cc(F)ccc1S(=O)(=O)N1CCCOC1CNC(=O)C(=O)NCCc1c[nH]c2ccccc12 (stereo unspecified),i,i,i,5,i,i,i,i,i,2,i
COc1cc2cc(Oc3ccc4ccc(=O)oc4c3)c(=O)oc2cc1OC(=O)C=C(C)C,i,i,i,13,i,i,nt,i,i,-7,i
Cc1ccc(O)c(C(=O)c2cnc(/N=C(\N)N(C)C)nc2)c1,i,i,i,7,i,i,i,i,-8.8*,0,i
Cc1nc2ccc([N+](=O)[O-])cc2c(=O)n1Cc1ccc(F)cc1,i,i,i,15,i,i,i,i,i,?,i
CCC1(c2ccc(F)cc2)NC(=O)N(CC(=O)NCc2ccc(C)cc2)C1=O (stereo unspecified),i,i,i,3,i,i,i,i,i,2,i
